mcGAS MS inh = blocks mouse cGAS cGAMP production; AID 1259397; actives 0.18% (n = 130,000); recombinant mouse cGAS, cGAMP by RapidFire MS; inhibition, % at 12.5 µM;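 active means inhibition of cGAS enzyme activity at or above 60%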;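 further: enzyme stimulated by 45 bp dsDNA with ATP and GTP substrates; cGAMP share of summed cGAMP plus half ATP and half GTP signals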
Target sequence (Q8C6L5 whole entry, looked up): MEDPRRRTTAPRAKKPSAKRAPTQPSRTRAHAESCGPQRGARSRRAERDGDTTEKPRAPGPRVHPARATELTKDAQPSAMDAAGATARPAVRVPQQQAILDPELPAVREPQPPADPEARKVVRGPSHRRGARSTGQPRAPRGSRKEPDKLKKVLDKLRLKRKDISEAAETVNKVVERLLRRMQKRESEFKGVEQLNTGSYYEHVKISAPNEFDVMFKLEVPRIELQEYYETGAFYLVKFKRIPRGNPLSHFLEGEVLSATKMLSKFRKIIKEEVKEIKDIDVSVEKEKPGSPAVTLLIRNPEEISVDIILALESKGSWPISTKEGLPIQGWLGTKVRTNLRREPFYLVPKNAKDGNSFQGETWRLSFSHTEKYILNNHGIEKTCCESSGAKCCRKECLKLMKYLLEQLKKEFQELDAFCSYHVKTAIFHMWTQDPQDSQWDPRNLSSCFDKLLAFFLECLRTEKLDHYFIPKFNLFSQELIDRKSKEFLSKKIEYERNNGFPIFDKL
Numbers without * were called inactive; & = joins results of further samples. The list is partial, so the mix of outcomes need not match the whole.

| Molecule | mcGAS MS inh |
| --- | --- |
| Cc1ccc(SCc2cc(=O)[nH]c(N=C(N)Nc3cccc4ccccc34)n2)cc1 | -17 |
| Cn1c(=O)[nH]c(=O)c2c1nc1n2CCCN1c1ccc(F)cc1 | -2 |
| O=S(=O)(Nc1ccc2nc(N3CCCC3)sc2c1)c1cc(F)cc(F)c1 | 4 |
| CCCCN(C)CC1CCN(c2cncc3nncn23)CC1 | -4 |
| O=C1CC(c2ccccc2)N1CN1CCN(Cc2cccs2)CC1 (centres undefined) | -14 |
| COc1ccccc1C(=O)N1CCN(C(C(=O)NCc2ccco2)C2CCCC2)CC1 (centres undefined) | -8 |
| O=C(CCc1cnccn1)N1CCOC(Cc2cccc(C(F)(F)F)c2)C1 (centres undefined) | -7 |
| COc1ccc2c(c1)CCN(C(=O)c1csc(-n3cccc3)n1)C2 | -5 |
| O=C(c1ncccc1O)N1CCCC(N2CCN(c3ccccc3)CC2)C1 (centres undefined) | -1 |
| Cc1cc(C)c(C#N)c(Nc2cccc(C(F)(F)F)c2)n1 | 4 |
| CC(=O)c1c(C)[nH]c(C(=O)CN2CC(C)CC(C)C2)c1C (centres undefined) | -4 |
| Cc1c(C)n2c3c(=O)n(Cc4ccc(F)cc4)c(=O)n(C)c3nc2n1CCOCCO | 2 |
| CCCn1c(N)c(C(=S)NC(=O)C(C)C)c(=O)n(CCC)c1=O | -7 |
| O=C(Cn1ccc2c1CCCC2C(=O)N1CCCC1)N1CCOCC1 (centres undefined) | -1 |
| Cc1c(C(=O)NCc2ccc(F)cc2)sc(=O)n1CC(=O)c1ccc(F)cc1 | -7 |
| O=S(=O)(CCN1CCC(Oc2ccncc2)CC1)c1ccccc1 | -2 |
| O=C(COc1ccc(Cl)cc1)N1CCCC(OCc2cc(F)ccc2F)C1 (centres undefined) | -3 |
| Cc1noc2ncnc(N3CCC4(CCCO4)CC3)c12 | -4 |
| N#Cc1cccc(C(=O)OCC(=O)Nc2sc3c(c2C(N)=O)CCCC3)c1 | -16 |
| CC(=O)c1cnc2nc(C(F)(F)F)nn2c1C | 1 |
| O=C(CSC1CCCC1)c1cccs1 | 8 |
| COc1ccc(S(=O)(=O)NC(C)c2ccc3ccccc3c2)cc1Br (centres undefined) | -6 |
| CCc1cc(CNS(=O)(=O)c2cc(F)c(F)c(F)c2)[nH]n1 | -4 |
| O=c1c2ccncc2ncn1C1CCCCC1 | -2 |
| CCCN(CC(=O)Nc1ccccc1C)CC(=O)N1CCc2ccccc2C1 | -6 |
| CCc1nc2sccc2c(=O)[nH]1 | -2 |
| CCc1cc(=O)n2c(n1)SCC2CC(=O)N1CCOCC1 (centres undefined) | -2 |
| Cc1ccc(S(=O)(=O)NC2(C(F)(F)F)C(=O)Nc3c2c(=O)[nH]c(=O)n3Cc2ccco2)cc1 (centres undefined) | -6 |
| COc1cc(Cl)cc(CNC2COc3ccccc3C2)c1OC (centres undefined) | -5 |
| COc1ccc(CN2CC(C(N)=O)Oc3ccccc32)cc1F (centres undefined) | -1 |
| CCOC(=O)N1CCC(N2CCN(Cc3ccc(F)c(F)c3)C(CCO)C2)CC1 (centres undefined) | -1 |
| CN1CCN(C(=O)c2cc(-c3ccco3)on2)CC1 | 8 |
| C=CC[C@@H]1CC=C[C@@H](C)N1Cc1nc(N)c2cc(OC)c(OC)cc2n1 | -5 |
| Cc1nc(CN)cc(N2C[C@H]3CC[C@H]2C3)n1 | -37 |
| CN(CC1CC(=O)N(C2CCCC2)C1)C1CCC2(CCNCC2)CC1 (centres undefined) | -6 |
| CC1CCN(C(=O)NCCCS(=O)(=O)c2ccccc2)C(C)C1 (centres undefined) | 1 |
| Cc1ccc(C(=O)CSc2ccc(NC(=O)C(C)C)nn2)c(C)c1 | 5 |
| CC(C)c1cc(C(=O)NCc2nc(Cc3cccs3)no2)n(C)n1 | -30 |
| CCS(=O)(=O)N1Cc2ccccc2CC1C(=O)N1CCCSC1=Nc1ccccc1 (centres undefined) | -2 |
| C=CCSc1nc2ccccc2n1CCO | -8 |
| CCOC(=O)CNC(=O)NC1CC(=O)N(C2Cc3ccccc3C2)C1 (centres undefined) | -10 |
| CCS(=O)(=O)c1ccc2oc(=O)c(CC(=O)c3ccccc3)nc2c1 | -3 |
| CC=CC(=O)Nc1nnc(C2CC2)s1 | -14 |
| O=[N+]([O-])c1cc(S(=O)(=O)C(F)(F)F)ccc1N1CCN(c2ccccc2F)CC1 | -15 |
| Cc1ccc(NC(=O)CN(C)C(=O)c2ccccc2-n2cnnn2)cc1 | 20 |
| CN(Cc1cccc(C(N)=O)c1)C(=O)NC1CCCOc2ccc(F)cc21 (centres undefined) | -5 |
| Cc1cccc(CNC(=O)C(C2CCCC2)N2CCN(C(=O)c3cccs3)CC2)c1 (centres undefined) | -3 |
| CC(c1ccc2ccccc2c1)N1CC(OCC(=O)N(C)C)C1 (centres undefined) | -9 |
| CCCS(=O)(=O)NCCCn1nc(-c2cccs2)ccc1=O | 1 |
| Cc1nn(C)c(C)c1CN(Cc1nc(-c2cccc(F)c2)oc1C)C(C)C | -6 |

3 records picked at random from those above, as already listed:
| Molecule | mcGAS MS inh |
| --- | --- |
| O=C(COc1ccc(Cl)cc1)N1CCCC(OCc2cc(F)ccc2F)C1 (centres undefined) | -3 |
| C=CC[C@@H]1CC=C[C@@H](C)N1Cc1nc(N)c2cc(OC)c(OC)cc2n1 | -5 |
| O=C(c1ncccc1O)N1CCCC(N2CCN(c3ccccc3)CC2)C1 (centres undefined) | -1 |

Remaining list, next part:
| Molecule | mcGAS MS inh |
| --- | --- |
| O=C(Nc1nnc(C2CC2)s1)N1CCCC1c1cccc(Cl)c1 (centres undefined) | 0 |
| CCCc1nnc(N2CCCN(C)CC2)s1 | -11 |
| CCOC(=O)C1(Cc2ccccc2)CCCN(S(=O)(=O)c2ccccc2C(=O)OC)C1 (centres undefined) | -1 |
| CCN(CC)CCc1nc2c([nH]1)CC(c1ccc(Cl)cc1)CNC2=O (centres undefined) | -11 |
| COC(=O)Nc1nc2ccc(SC(C)C)cc2[nH]1 | -2 |
| Cc1cccn2c(=O)c3cc(C(=O)NC(C)C)n(C)c3nc12 | -11&-3 |
| c1ccc2nc3c(nc2c1)sc1nc2ccccc2n13 | -9 |
| O=[N+]([O-])c1cccc(S(=O)(=O)Oc2ccc(OCc3ccccc3)cc2)c1 | -8 |
| O=C(c1cn[nH]c1)N(CC1CCN(C2Cc3ccccc3C2)CC1)CC1CCCO1 (centres undefined) | -11 |
| Cc1cccc(C)c1OCc1cc(C(=O)N2CCCN(Cc3ccccc3F)CC2)no1 | -2 |
| CN(OCc1ccccc1)C(=O)C(Cc1ccccc1)N1CCCOC1=O (centres undefined) | -16 |
| CCN(CC)C(=O)CSc1nnc(SC(C)C#N)s1 (centres undefined) | -8&-1 |
| CCOc1ccc(CN(C)Cn2cc(C)n(-c3ccccc3F)c2=O)cc1 | 2 |
| COC(=O)Cn1c(=NC(=O)c2cc(Cl)sc2Cl)sc2cc(OC)ccc21 | -12 |
| CC(C)(C)CC(=O)NC1CCN(C(=O)c2ccoc2)CC1 | -2 |
| COCCc1noc(-c2ccc(-c3cccc4c3OCC4)nc2)n1 | -11 |
| CC1Cc2ccccc2N1C(=O)CNc1ccc(C(=O)N(C)C)cc1 (centres undefined) | -17 |
| Cc1ccc(-n2nc(C)c(C(=O)N3CCC(C(N)=O)C3)n2)c(C)c1 (centres undefined) | -1 |
| c1ccc(C(CNCc2cn[nH]c2-c2cccc3ccccc23)N2CCOCC2)nc1 (centres undefined) | -9&-8 |
| O=C(N/N=C1\CC2C=CCC12)c1cccnc1 (centres undefined) | -8 |
| COc1ccc(Br)cc1/C=N\Nc1ncnc2nc[nH]c12 | 5 |
| O=C(/C=C/c1cccc(Br)c1)N1CCN(c2ccccc2O)CC1 | -4 |
| CCc1cc(C(=O)OC)c(NC(=S)NCc2cnn(CC)c2)s1 | -5 |
| CCN(Cc1ccc2c(c1)OCO2)C(=O)C(C)n1cnc2ccccc21 (centres undefined) | -12 |
| CC1(C)CC(NC(=O)c2cc(-c3cccc(Cl)c3)n[nH]2)CC(C)(C)N1 | 3 |

Another view of part of the listing above:
> Cc1cccc(C)c1OCc1cc(C(=O)N2CCCN(Cc3ccccc3F)CC2)no1
  mcGAS MS inh: -2
> COC(=O)Nc1nc2ccc(SC(C)C)cc2[nH]1
  mcGAS MS inh: -2
> O=C(c1cn[nH]c1)N(CC1CCN(C2Cc3ccccc3C2)CC1)CC1CCCO1 (centres undefined)
  mcGAS MS inh: -11

Carrying on.
| Molecule | mcGAS MS inh |
| --- | --- |
| O=C(NCCc1ccco1)c1cc(COc2ccc3c(c2)CCCC3)on1 | -6 |
| COc1cc(-c2noc(-c3cc(C4CC4)[nH]n3)n2)cc(OC)c1OC | -6 |
| Cc1ccc(C(O)c2cccnc2)o1 (centres undefined) | -13 |
| Cc1nc2c(c(N(C)C)n1)CCN(C(=O)c1nnc3n1CCCCC3)C2 | -20 |
| CC(=O)Nc1nc(COc2ccc(Cl)cc2Br)cs1 | -9 |
| Cn1ccnc1-c1ccc(NCC2COCCO2)nn1 (centres undefined) | 3 |
| COc1ccc(-c2c(=O)n(OC)c3ccccc3[n+]2[O-])cc1OC | -3 |
| O=c1c2c3n(c4ccccc4c(=O)n3c3ccccc13)CC2 | -11 |
| CC(=O)Nc1ccccc1OCC(=O)Nc1cccc([N+](=O)[O-])c1 | -1 |
| CNC(=O)[C@@H]1C[C@@H](N)CN1Cc1cc(C)n(-c2cc(C)ccn2)c1C | -16 |
| COc1ccc(CCn2ccnc2-c2coc(C)n2)cc1OC | -7 |
| c1ccc2c(OCCCCCn3ccnc3)cccc2c1 | -4 |
| CC(C)NC(=O)C(C)Sc1nnc(C(F)(F)F)n1C (centres undefined) | 0 |
| CCOCc1c(C(=O)Nc2ccc3c(c2)OCCCO3)oc2ccccc12 | -23 |
| O=C(NCc1ccccc1)c1cccc(N2CCCS2(=O)=O)c1 | -21 |
| NN(CCC(=O)N1CCCCC1)C1=NS(=O)(=O)c2ccccc21 | -35 |
| CC(=O)Nc1cccc2c1CCN(C(C)c1cccc3ccccc13)C2 (centres undefined) | -5 |
| CCCc1cc(=O)n2[nH]c(COC)c(-c3ccc(C)cc3)c2n1 | 2 |
| CCC1CC/C(=N\NC(=O)c2cc(-c3ccco3)nc3ccccc23)C1 (centres undefined) | 3 |
| COc1cccc(C2c3[nH]c4ccccc4c3CCN2C(=O)c2cc(C)oc2C)c1OC (centres undefined) | -7 |
| CSCCC(=O)N1CCC(C2CCN(Cc3cccc(F)c3F)CC2)C1 (centres undefined) | 2 |
| CCOc1cccc(CNC(C)c2cnc(-c3ccncc3)nc2C)c1 (centres undefined) | -5 |
| CS[C@H]1C[C@H]2OC(c3ccccc3)=N[C@H]2C(=O)N1Cc1ccccc1 | 3 |
| O=C(NC1CCCC1)c1ccc(Br)o1 | -4 |
| Cc1ccsc1[C@@H]1CCN(C(=O)c2cnc(-c3ccccc3)[nH]2)C[C@H]1O | -26 |
| Cc1nn(-c2nnc(NCc3ccccc3)nn2)c(C)c1Br | -7 |
| Cn1c(CCNC(=O)CC2CCCC2)nc2c(F)cccc21 | -3 |
| CC(=O)c1sc2nsc(SCCN3CCCC3)c2c1N | -6 |
| Cc1nc(CC(=O)N2C(=NCc3ccccc3)SCC2(C)C)cs1 | -32 |
| CCc1ncn(Cc2nc(-c3cc(OC)ccc3F)oc2C)n1 | -11 |
| Clc1c(C=NCc2ccco2)sc2ccccc12 | -3 |
| CCc1c(C)c(C#N)c2nc3ccccc3n2c1Cl | -3 |
| Cc1ccc(/C=C/C(=O)Nc2c(C)nn(C)c2C)o1 | -1 |
| COC(=O)Cn1c(=NC(=O)c2nc3ccccc3s2)sc2ccccc21 | -7 |
| O=C(CN1CCC(Cn2cnc3ccccc32)CC1)Nc1nccs1 | 3 |
| O=C(NC1CCSc2ccccc21)c1cnc2ccccc2n1 (centres undefined) | 1 |
| CCOc1c(CC)cnc2c1c(=O)n(Cc1cccnc1)c(=O)n2C | -5 |
| CN(c1ccccc1C(N)=O)S(=O)(=O)c1ccc2c(c1)CCCC2 | 3 |
| CN(CC(F)(F)F)C(=O)CN(C1CC1)C1CCS(=O)(=O)C1 (centres undefined) | 9 |
| CSc1nc2c(c(C(F)(F)F)n1)CC(C)CC2 (centres undefined) | 11 |
| NC(=O)c1cnc(N2CC(O)C(N3CCCC3)C2)c(Cl)c1 (centres undefined) | -2 |
| CCc1ncc(CN2CCCC(C(=O)Nc3cccc(-c4ccc(F)cc4)c3)C2)cn1 (centres undefined) | -2&-1 |
| CC(NC(=O)c1nc2ccccn2c1F)C(C)(C)C (centres undefined) | -2 |
| Cc1cc(O)c(C(c2ccccc2)N2CCCCC2)c(=O)n1Cc1cccnc1 (centres undefined) | -2 |
| C=CCSc1nnc(N2C(=O)CC(c3cccs3)C3=C2CCCC3=O)s1 (centres undefined) | -5 |
| CCCCn1c(=O)c2c(nc3n2CC(C)CN3c2ccc(F)cc2)n(C)c1=O (centres undefined) | -4 |
| O=C(CNCCN1CCOCC1)N(Cc1ccccc1)Cc1ccco1 | -2 |
| O=C(O)CCc1nnc(SCc2ccc([N+](=O)[O-])cc2)[nH]c1=O | 0 |
| O=C(CN1CCCCC1=O)NCC(O)c1ccccc1F (centres undefined) | -6 |
| CSCC(=O)N1CCc2ccc(NC(=O)c3ccncc3)cc2C1 | -3 |

(listing goes on)
| Molecule | mcGAS MS inh |
| --- | --- |
| O=c1[nH]c2ccccc2nc1/C=C/c1cccc([N+](=O)[O-])c1 | -7 |
| CCCCC(=O)OC1(C(=O)CO)CCC2C3CCC4=CC(=O)CCC4(C)C3C(O)CC21C (centres undefined) | 4 |
| COc1cccc2c1OCC(C(=O)NCc1cccnc1-n1ccnc1)C2 (centres undefined) | -24 |
| CCC(C#CCN1CCCC1)(CC)OCCC#N | 2 |
| COc1ccc(OC)c(Nc2nc(NCCc3ccccc3)nc(N)c2[N+](=O)[O-])c1 | -3 |
| CC(C(=O)O)c1ccc(-c2ccccc2)c(F)c1 (centres undefined) | -4&12&20 |
| O=C(COc1ccc(Cl)cc1)NNS(=O)(=O)c1ccccc1F | -2 |
| Cc1ccc(C)c(-c2[nH]ncc2CNC[C@@H]2CCNC[C@H]2O)c1 | -17 |
| CCOc1ccc(N2CCn3c2nc2c3c(=O)[nH]c(=O)n2C)cc1 | -8 |
| FC(F)(F)CNc1n[nH]c(=S)s1 | -1 |
| S=C1NC2(CCCC2)Nc2sc3c(c21)CCCC3 | -4 |

High-throughput results as filed in PubChem BioAssay.
